TbPYK inhibitor – blocks Trypanosoma brucei pyruvate kinase. AID 624173. Potency, µM (top dose mostly 76.8 µM), without a hit: at the highest dose activity, negative = inhibition, usual class: inhibitors. Q57TT1. 410,000 compounds, 0.12% hits. TbPYK enzyme, Kinase-Glo Plus ATP luminescence, 45 min; active means well fitted inhibition curve with a large enough effect; further: nearly all actives have a fitted effect of over 50% in size
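Activity of T. brucei pyruvate kinase was followed by Kinase-Glo Plus luminescence after the enzyme reacted 45 min at room temperature with 130 uM ADP (final) and substrate. Test compounds were added before ADP at multiple concentrations.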
Starred values were filed as active, the others as inactive; [ ] = remark or other dose. On the % scale 0 is the no-effect control and ±100 the full control effect; potency means the concentration at half of the fitted maximal effect.

Preview:
SMILES	TbPYK inhibitor
CCN(CCCNC(=O)c1cc2c(Cl)nc3ccccc3c2s1)Cc1ccccc1	-2%
CC(C)(C)C1CCc2nc(NC(=O)c3cccc(Cl)c3)sc2C1 (stereo unspecified)	-1%
O=C(c1ccncc1)N1CCC[C@@]2(CCN(c3ccccn3)C2)C1	0%
Cc1ccc(NC(=O)Cn2nc(C)c3nn(-c4ccc(Cl)cc4)c(C)c3c2=O)cc1F	-3%
COc1ccccc1CNc1ncnc2onc(-c3ccc(F)cc3)c12	-1%

Main list, previewed entries included:
SMILES	TbPYK inhibitor
CCN(CCCNC(=O)c1cc2c(Cl)nc3ccccc3c2s1)Cc1ccccc1	-2%
CC(C)(C)C1CCc2nc(NC(=O)c3cccc(Cl)c3)sc2C1 (stereo unspecified)	-1%
O=C(c1ccncc1)N1CCC[C@@]2(CCN(c3ccccn3)C2)C1	0%
Cc1ccc(NC(=O)Cn2nc(C)c3nn(-c4ccc(Cl)cc4)c(C)c3c2=O)cc1F	-3%
COc1ccccc1CNc1ncnc2onc(-c3ccc(F)cc3)c12	-1%
COc1cccc(CNc2nc3cc(-c4ccc(F)cc4)sc3c(=O)n2C)c1	8%
CCOc1ccc(/C=C(\C#N)C(=O)Nc2sc3c(c2C(=O)OC)CCC3)cc1OC	0%
O=S(=O)(c1ccc(Cl)cc1Cl)n1ccnc1	2%
O=C(Nc1ccc2oc(-c3cccc(Cl)c3Cl)nc2c1)c1cccc(Br)c1	0%
Cc1ccccc1C(=O)N(Cc1ccc(N(C)C)cc1)CC1CCCO1 (stereo unspecified)	-1%
COc1ccc(OC)c(-c2nc(C(N)=O)c3c(n2)n(-c2ccc4c(c2)OCO4)c(=O)n3C)c1	0%
COc1cc(OC)c(NC(c2nnc(-c3ccccc3)o2)c2ccc(F)cc2Cl)cc1Cl (stereo unspecified)	3%
CCCCCCCCCCCCCCCC(=O)OC[C@@H](NC(=O)C(Cl)Cl)[C@H](O)c1ccc([N+](=O)[O-])cc1	-2%
O=C(c1[nH]c(C(F)(F)F)nc1-c1ccccc1)N1CCc2c([nH]c3ccccc23)C1	-6%
O=C(c1cc(C(F)(F)F)cc(C(F)(F)F)c1)N1CCC2(CC1)CN(c1ncccn1)C2	0%
CC1=C(c2ccc(C(C)C)cc2)S(=O)(=O)N=C1N1CCC(C(=O)NCc2ccccc2)CC1	-5%
Cc1ccc(CSc2nc(=O)c3c(n2C)NC(=O)CC3c2ccc(OC(C)C)cc2)cc1 (stereo unspecified)	4%
Cc1ccc(S(=O)(=O)Nc2ccc3c(c2)C(=O)N([C@H](C)CO)C[C@H](C)[C@@H](CN(C)C(=O)NC2CCCCC2)OCCCC[C@@H](C)O3)cc1	5%
Cc1ccc(C(=O)COC(=O)C(Cc2c[nH]c3ccccc23)NC(=O)c2ccc(C(C)(C)C)cc2)cc1 (stereo unspecified)	-14%[15.4 µM]
C[C@@H]1CN([C@@H](C)CO)C(=O)CCCn2nncc2CO[C@@H]1CN(C)C(=O)Nc1ccc(C(C)(C)C)cc1	12%
Cc1cccc(-n2ncc3c(Nc4ccc(C)c(Cl)c4)ncnc32)c1	-13%
COc1cc(OC)c(NS(=O)(=O)c2c(C(=O)N3CCCCCC3)c(C)n(C)c2C)cc1Cl	2%
CC(C)c1ccc(NC(=O)c2cc3c(=O)oc4ccccc4c3s2)cc1	-3%
COc1ccc(OC)c(CCNC(=O)CCCn2c(=O)c3cccn3c3ccccc32)c1	0%
Cc1cccc(-c2nc3scc(CCNS(=O)(=O)c4ccc(Oc5ccccc5)cc4)n3n2)c1	-10%
O=C(CC1CCCC1)N1CCN(S(=O)(=O)c2c(F)cccc2F)CC1	-2%
Cc1cn([C@H]2C[C@H](O)[C@@H](CCC(=O)NCc3ccc4c(c3)OCO4)O2)c(=O)[nH]c1=O	5%
COc1ccccc1NC(=O)Cn1c(=O)n(Cc2ccccc2)c(=O)c2ccccc21	-4%
COc1ccc(Nc2ncnc3c2cnn3-c2cc(Cl)ccc2C)cc1OC	-4%
CN(C(=O)CSc1nc2ccccc2n1Cc1cccc(C(F)(F)F)c1)c1ccccc1	0%
CCc1cccc(NC(=O)Cn2c(=O)n(CCC(=O)NCc3ccccc3Cl)c(=O)c3sccc32)c1	5%
COc1cc(NC(=O)C(CC(C)C)NS(=O)(=O)c2ccc3c(c2)CCCC(=O)N3)cc(OC)c1 (stereo unspecified)	-5%
CC(C)N1CCC(C)(C(=O)Nc2ccc(-n3cccc3)cc2)C1 (stereo unspecified)	4%
CCOc1ccc(C(=O)N(Cc2ccc(C(C)C)cc2)Cc2ccco2)cc1	-8%
COc1ccccc1NC(=O)C(C)Sc1nnc2ccc3ccccc3n12 (stereo unspecified)	-11%
CCN(c1ccccc1)S(=O)(=O)c1ccc(C(=O)NC2CCCCC2)cc1	-3%
Cc1ccc(-c2nc3ccc(Cl)cn3c2Cc2ccsc2)cc1	-10%
Cc1cccc(-c2nc(CSCC(=O)NCCc3ccc(Cl)cc3)c(C)o2)c1	-4%
COc1cccc(NC(=O)C2(C)CCN2C(=O)Cc2cccc3ccccc23)c1 (stereo unspecified)	-5%
COc1ccc(OC)c(NC(=O)Cn2c(=O)n(Cc3ccccc3)c(=O)c3ccccc32)c1	-5%
Cc1ccc(-n2nc(C)c3c(C(F)(F)F)cc(-c4cccnc4)nc32)cc1C	3%
CCc1ccc(NC(=O)C2CCCN(S(=O)(=O)c3ccc(F)cc3)C2)cc1 (stereo unspecified)	-3%
CCCCCCn1c(=O)n2n(c1=O)C[C@]1(OC(=O)Nc3c(C)noc3C)CN(S(=O)(=O)c3ccc(C)cc3)C[C@]1(O)C2	3%
COC(=O)c1ccc2c(=O)n(CCCCCC(=O)N3CCN(c4ccc(OC)cc4)CC3)c(=O)[nH]c2c1	-3%
CCCCOCCOc1nc(-c2ccc(C(=O)O)c(F)c2)sc1C	0%
CCOc1ccccc1NC(=O)COc1ccc(S(=O)(=O)NC2CCCCC2)cc1	1%
O=C(CCn1cccn1)Nc1ccc(Br)cc1F	1%
O=C(C1CCCCC1)N1C[C@H](n2cc(-c3ccc(F)cc3)nn2)[C@@H](O)C[C@@H]1c1ccccc1	2%
CCOc1ccccc1NC(=O)C1CCCN(S(=O)(=O)c2cccs2)C1 (stereo unspecified)	-5%
CCOC(=O)c1cnc2c(ccc3ccccc32)c1Nc1ccc(N(C)C)cc1	1%
CCOc1ccc(/C=C/C(=O)Nc2sc3c(c2C(=O)OC)CCC3)cc1	4%
CCCCCCCCN1C(=O)[C@H](CC(=O)NCCCC)C[C@@]2(C(=O)OC)CCCCC=C12	0%
CCOC(=O)c1ccc(NC(=O)c2ccc(=O)n(Cc3cccc(C)c3)c2)cc1	2%
Cc1ccc(N2CC(NC(=O)Cc3ccc(F)cc3)CC2=O)cc1C (stereo unspecified)	-6%
CCC1CN(S(=O)(=O)c2cc(-c3cc(C)no3)ccc2OC)c2cc(Cl)ccc2O1 (stereo unspecified)	-5%
COc1ccccc1CNC(=O)c1c(O)nc2c(C)cccn2c1=O	3%
CCOC(=O)c1ccc(NC(=O)CSc2nc3ccccc3c(=O)n2CCC(=O)NC2CCCCC2)cc1	-1%
CC1(C(=O)NCc2ccc(C(F)(F)F)cc2)CCN1C1Cc2ccccc2C1 (stereo unspecified)	-13%
Cc1c(Cl)ccc2sc(N3CCN(C(=O)CS(=O)(=O)c4ccccc4)CC3)nc12	2%
O=C(Nc1nnc([C@@H]2C[C@H](O)[C@@H](CO)O2)s1)Nc1ccccc1Oc1ccccc1	2%
More entries:
SMILES	TbPYK inhibitor
Cc1[nH]c2ccc(Br)cc2c1CCNC(=O)c1cc2ccccc2oc1=O	1%
CCOC(=O)c1sc(NC(=O)c2cc(CC)on2)c(C(=O)OCC)c1C	-1%
COc1nc(-c2ccc(C)cc2)ccc1-c1noc(-c2ccc(C(C)(C)C)cc2)n1	-2%
COCCNC(=O)c1cc2c(Br)ccc(Br)c2nc1N	4%
CCn1c2ccccc2c2cc(CN3CCN(Cc4cc(OC)c(O)c(OC)c4)CC3)ccc21	5%
COCCN(C(=O)COC(=O)C1CCCCC1)c1c(N)n(Cc2ccccc2)c(=O)[nH]c1=O	1%
CCOC(=O)c1ccc(CN(Cc2ccc(Cl)cc2Cl)S(=O)(=O)c2cccc(Cl)c2)cc1	2%
COc1ccc(Cl)cc1Nc1nc(Cl)nc(NCCO)n1	-4%
CCOC(=O)C1(C)CCCCCN1C(=O)c1snnc1C (stereo unspecified)	-5%
Cc1ccc(-n2nc3c(=O)n(C(C)C(=O)O)nc(C)c3c2C)cc1 (stereo unspecified)	-3%
COCCCNC(=O)CN1C(=O)c2c(c3ccccc3n2C)C1c1ccc(OC)cc1 (stereo unspecified)	2%[15.4 µM]
COc1ccc(CC(N)c2csc(NC(=O)Nc3cc(OC)ccc3OC)n2)cc1 (stereo unspecified)	-1%
CC(=O)Nc1nonc1-c1nnc(SCc2ccccc2F)n1C	1%
CCOc1cc(-c2nc(-c3ccc(Br)cc3)no2)cc(OCC)c1OCC	-3%
Cc1ccc2ccccc2c1C(O)c1ncc(-c2ccccc2)[nH]1 (stereo unspecified)	-5%
CCC(=O)N1CCC1(C)C(=O)Nc1ccc(F)cc1 (stereo unspecified)	5%
CCOC(=O)c1ccccc1NC(=O)COC(=O)C(CC)Oc1ccccc1 (stereo unspecified)	-1%
CC(C)CCNC(=O)C1CCN(S(=O)(=O)c2cccc3nsnc23)CC1	1%
CCCCCCCCCCCCCCCC(=O)O[C@H]1[C@@H](O)[C@@H](O)[C@@H]([C@H](NC(=O)[C@@H]2C[C@@H](CCC)CN2C)[C@H](C)Cl)O[C@@H]1SC	5%
Cc1ccccc1-c1nc(SCC(=O)NCc2ccc(F)cc2)c2c(=O)n(C)c(=O)n(C)c2n1	-3%
Cc1ccc2[nH]c3c(=O)n(CC(=O)N4CCN(c5cccc(C(F)(F)F)c5)CC4)ncc3c2c1	-1%
Cc1ccc(CCNC(=O)c2ccc3c(c2)nc2n3CCOC2)cc1	2%
COc1ccc(-c2cc(C(F)(F)F)nc(SCCC(=O)Nc3cccc(OC)c3)n2)cc1	-5%
CN1C(=O)Cc2cc(S(=O)(=O)CCC(=O)Nc3ccc(Cl)c(C(F)(F)F)c3)ccc21	1%
Cn1c(=O)c2cc(NC(=S)NC3CC3)ccc2n1Cc1ccccc1	-11%
Cn1ccc2c(N(c3ccccc3)C3CCCCC3)cc3c(c21)C1CCC3O1 (stereo unspecified)	-1%
CC1=C(c2ccc(C)c(C)c2)S(=O)(=O)N=C1N1CCC(C(=O)N2CCC(C)CC2)CC1	5%
CCOC(=O)C1=C(C)NC(C)=C(C(=O)OCC)C1C(=O)OCC(=O)Nc1ccc(NC(C)=O)cc1	3%
C[C@H](O)C#Cc1cnc2c(c1)C(=O)N([C@H](C)CO)C[C@@H](C)[C@H](CN(C)C(=O)Nc1ccc(C(F)(F)F)cc1)O2	1%
COc1ccc(NC(=O)CSC2=Nc3ccccc3C3=NC(CCC(=O)NC4CCCCC4)C(=O)N23)cc1Cl (stereo unspecified)	3%
COc1cc(Cn2c3ccc(NC(=O)NCc4ccc(F)cc4)cc3c(=O)n2C)ccc1F	2%
Brc1cccc(-c2nnn3c2nc(N2CCCCC2)c2ccccc23)c1	-4%
Cc1[nH]c2c(C)cccc2c1CCNC(=O)c1cc2ccccc2oc1=O	4%
CCc1ccc([C@@H]2C[C@H]3[C@@H](CN2S(=O)(=O)c2ccc(C)cc2)C(=O)C[C@@H](c2ccc(C)cc2)N3S(=O)(=O)c2ccc(C)cc2)cc1	2%
Cn1cc(-c2cccc3nncn23)cn1	-9%
CCCCn1c(SCC(=O)Nc2cccc(OC)c2)nc2ccsc2c1=O	9%
O=C(Nc1ccc(Br)cc1F)N1CC=C(c2c[nH]c3ccccc23)CC1	-12%[15.4 µM]
CC1(C(=O)NS(=O)(=O)c2ccc(Cl)cc2)CCN1C(=O)c1ccccc1CCc1ccccc1 (stereo unspecified)	0%
COc1ccc(C(=O)Nc2cc(C)c(O)c(-c3nc4ccccc4s3)c2)cc1OC	1%
Cc1ccc(C(O)c2ncc(-c3ccccc3C(F)(F)F)[nH]2)cc1F (stereo unspecified)	-3%

A different layout for four compounds above.
CCc1ccc([C@@H]2C[C@H]3[C@@H](CN2S(=O)(=O)c2ccc(C)cc2)C(=O)C[C@@H](c2ccc(C)cc2)N3S(=O)(=O)c2ccc(C)cc2)cc1
  TbPYK inhibitor = 2%

CN1C(=O)Cc2cc(S(=O)(=O)CCC(=O)Nc3ccc(Cl)c(C(F)(F)F)c3)ccc21
  TbPYK inhibitor = 1%

Cn1cc(-c2cccc3nncn23)cn1
  TbPYK inhibitor = -9%

CC1(C(=O)NS(=O)(=O)c2ccc(Cl)cc2)CCN1C(=O)c1ccccc1CCc1ccccc1 (stereo unspecified)
  TbPYK inhibitor = 0%

Carrying on.
SMILES	TbPYK inhibitor
COc1ccc2c(c1)-c1nc(NC(=O)c3cc(OC)c(OC)c(OC)c3)sc1CC2	1%
Cc1nc(-c2ccc(S(=O)(=O)Nc3ccc(Cl)c(C(F)(F)F)c3)cc2)co1	5%
Cc1c(Cl)cccc1NC(=O)c1ccc(NC(=O)N2CCSc3ncccc32)cc1	7%[15.4 µM]
CN(C)c1ccc(CNC(=O)c2ccccc2NC(=O)c2nsc3ccccc23)cc1	-13%
CC(C)(C)OC(=O)N1CCC(c2nnc(SCc3ccccc3Cl)o2)CC1	-3%
COc1ccc(NC(=O)C(=O)NCc2ccco2)c(OC)c1	-3%

Pulled one by one from the list above:
SMILES	TbPYK inhibitor
COc1ccc(NC(=O)C(=O)NCc2ccco2)c(OC)c1	-3%
COc1ccc2c(c1)-c1nc(NC(=O)c3cc(OC)c(OC)c(OC)c3)sc1CC2	1%
Cc1nc(-c2ccc(S(=O)(=O)Nc3ccc(Cl)c(C(F)(F)F)c3)cc2)co1	5%
Cc1c(Cl)cccc1NC(=O)c1ccc(NC(=O)N2CCSc3ncccc32)cc1	7%[15.4 µM]

High-throughput results as filed in PubChem BioAssay.

Not all compounds are listed, so the mix of outcomes need not match the whole.
